Assay outcomes as filed in PubChem.
RGS7-Gao reg – human RGS7-Galphao interaction regulation; P09471; Multiplexed bead flow cytometry, RGS7-Galphao binding; actives lie on both sides; binding response (% of control), % at 10 µM; 220,000 compounds, 0.35% hits; AID 1439; in the data active = binding response below about 49% or above about 150%; inconclusive = no clear call, values can overlap the other calls; inactive = in between;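 note: fluorescent Galphao held in activated GDP-AlF4 state binding bead-coupled RGS7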
Target sequence (P09471 whole entry, looked up): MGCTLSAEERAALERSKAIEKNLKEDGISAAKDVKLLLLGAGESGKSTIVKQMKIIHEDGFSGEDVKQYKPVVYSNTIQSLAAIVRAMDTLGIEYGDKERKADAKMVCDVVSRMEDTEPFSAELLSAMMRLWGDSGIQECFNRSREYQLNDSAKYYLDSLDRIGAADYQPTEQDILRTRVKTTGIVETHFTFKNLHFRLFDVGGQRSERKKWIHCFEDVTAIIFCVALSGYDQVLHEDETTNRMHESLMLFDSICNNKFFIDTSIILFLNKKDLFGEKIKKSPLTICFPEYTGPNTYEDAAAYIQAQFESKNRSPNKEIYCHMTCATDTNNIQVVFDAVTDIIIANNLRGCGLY
RGS4-Gao reg – modulates binding of RGS4 to human Galphao; AID 1415; P09471; binding response (% of control), % at 10 µM; 220,000 compounds, 0.33% hits; Multiplexed bead flow cytometry; actives lie on both sides; in the data active = binding response below about 49% or above about 150%; inactive = in between;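 note: fluorescent Galphao activated with aluminum fluoride binding bead-coupled RGS4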
Bim-Bfl-1 – inhibitors of Bim-Bfl-1 interaction, human; Q16548; Bead-based flow cytometry, Bim-Bfl-1 binding inhibition; inhibition, % at 10 µM; 190,000 compounds, 0.12% hits;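 note: 0% = wells without compound plus tracer and 100% = blocker peptide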
Bcl-XL Bim block – inhibitors of Bim-Bcl-XL interaction, human. Q07817. Bim peptide-Bcl-XL binding, bead flow cytometry, fluorescence. 190,000 compounds, 0.04% hits. AID 1007. inhibition, % at 10 µM
GSH bead fluor – compound fluoresces at 488/530 nm on GSH beads; GSH beads flow cytometry, compound fluorescence 488/530 nm; active compounds read high; fluorescence (KMESF) at 10 µM; 190,000 compounds, 0.25% hits; AID 1776; in the data active = fluorescence above about 89;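 note: glutathione beads carrying GST-tagged Bcl family fusion proteins plus one bare bead set; values are compound well signal with DMSO vehicle wells as background; inactives centre near 16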
Bim-Bcl-B – inhibitors of Bim-Bcl-B interaction, human | Q9HD36 | bead-based flow cytometry, Bim peptide-Bcl-B binding | inhibition, % at 10 µM | 190,000 compounds, 0.073% hits | AID 951;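 note: 0% = tracer peptide without compound and 100% = reference inhibitor peptide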
Target sequence (Q9HD36 whole entry, looked up): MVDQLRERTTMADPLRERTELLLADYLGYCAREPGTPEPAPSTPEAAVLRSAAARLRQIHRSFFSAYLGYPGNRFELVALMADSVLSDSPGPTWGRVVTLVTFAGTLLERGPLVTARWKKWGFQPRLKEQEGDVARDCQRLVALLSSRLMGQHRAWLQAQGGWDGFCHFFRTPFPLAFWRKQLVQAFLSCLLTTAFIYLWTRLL
Bim-Bcl-2 – human Bim-Bcl-2 interaction inhibition; P10415; Bead-based flow cytometry, Bim peptide-Bcl-2 binding; inhibition, % at 10 µM; 190,000 compounds, 0.06% hits; in the data active = inhibition above about 40%; inconclusive = no clear call, values can overlap the other calls;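 note: 0% = no compound wells with probe peptide and 100% = reference peptide inhibitor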
Target sequence (P10415 whole entry, looked up): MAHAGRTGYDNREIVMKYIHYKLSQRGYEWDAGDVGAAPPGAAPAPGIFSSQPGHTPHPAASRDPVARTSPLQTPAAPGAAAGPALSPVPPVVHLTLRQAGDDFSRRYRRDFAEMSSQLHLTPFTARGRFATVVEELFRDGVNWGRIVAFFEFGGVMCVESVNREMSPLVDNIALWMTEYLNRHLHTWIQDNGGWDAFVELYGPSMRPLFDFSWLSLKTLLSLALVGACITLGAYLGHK
ABCB1 block – human ABCB1 inhibition, ABCG2 as counter-screen | P08183 | CCRF-Adr cells, JC-1 efflux, flow cytometry | inhibition, % at 6.6 µM | 190,000 compounds, 0.067% hits | AID 1326; in the data active = inhibition above about 40%;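 note: 0% = vehicle and 100% = reference inhibitor; higher value means more JC-1 retained so stronger ABCB1 efflux block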
Bcl-W Bim block – inhibitors of Bim-Bcl-W interaction, human; Q92843; bead-based flow cytometry, Bim peptide-Bcl-W binding; inhibition, % at 10 µM; 190,000 compounds, 0.02% hits;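 note: 0% = bound tracer without compound and 100% = peptide blocker; higher means less fluorescent Bim peptide bound to Bcl-W beads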
Target sequence (Q92843 whole entry, looked up): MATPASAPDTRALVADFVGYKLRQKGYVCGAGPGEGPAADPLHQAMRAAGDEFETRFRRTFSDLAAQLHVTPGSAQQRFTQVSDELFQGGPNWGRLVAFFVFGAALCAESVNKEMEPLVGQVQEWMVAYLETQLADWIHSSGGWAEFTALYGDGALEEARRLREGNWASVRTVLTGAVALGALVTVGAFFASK
ABCG2 inh – inhibitors of human ABCG2 transporter, ABCB1 counter-screen. Q9UNQ0. IgMXP3 cells, JC-1 efflux, flow cytometry. inhibition, % at 6.6 µM. 190,000 compounds, 0.1% hits;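 active = inhibition above 80%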;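 note: 0% = DMSO and 100% = nicardipine control wells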
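Read-out basis: Efflux inhibition in percent versus controls | Test system: ABCG2 IgMXP3 and barcoded ABCB1 CCRF-Adr cell mix | Quantity: 3 million cells/mL in well | Schedule: 10 min at 25 °C | Control set: Nicardipine as high control, DMSO as low control | Reagent: JC-1 as fluorescent efflux pump substrate | Signal: Flow cytometry of retained JC-1 fluorescence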
Avidin fluor – avidin bead compound fluorescence profile; Avidin beads, compound fluorescence 488/530 nm, flow cytometry; active compounds read high; fluorescence (KMESF) at 10 µM; 220,000 compounds, 0.38% hits; in the data active = fluorescence above about 47; note: inactives centre near 10
Numbers without * were called inactive; ? = inconclusive; · = not tested or not shown; & = joins results of further samples. Cut-off read from the data, not from the text of the source, unless noted: active = inhibition above about 40%.

structure,RGS7-Gao reg,RGS4-Gao reg,Bim-Bfl-1,Bcl-XL Bim block,GSH bead fluor,Bim-Bcl-B,Bim-Bcl-2,ABCB1 block,Bcl-W Bim block,ABCG2 inh,Avidin fluor
COc1ccc(C(=O)Nn2c(C3CCC3)nc3ccccc3c2=O)c(OC)c1,98,98,-25,-12,28,-14,-13,2.4,-4,23,34
Cc1cccc(C(=O)OC(C)CN2CCN(C)CC2)c1 (stereo not given),98,97,0,-5,62,-4,-2,0.5,-3,0,26
COc1ccc(C(C)=O)c(OC(=O)c2ccc(OC)c(OC)c2)c1,100,99,-7,-1,25,-9,-7,1.3,-1,7,9
COc1ccccc1CCNC(=O)Nc1cccc([N+](=O)[O-])c1,100,102,-5,0,13,-5,-4,-0.5,-3,3,7
CC1CCCC/C1=N\NC(=S)Nc1cccnc1 (stereo not given),106,101,-2,-5,14,-15,-4,-0.9,-4,-2,9
Cn1cnc([N+](=O)[O-])c1Oc1cccc2ccccc12,96,100,2,-3,6,-4,0,0.2,-3,0,2
CCc1nc(SCC(=O)NNC(=O)C2CCCCC2)c2ccccc2n1,95,98,-7,1,20,-10,-6,-0.1,0,-1,9
CCn1c(N2CCN(C(=S)NCC(C)C)CC2)nc2ccccc21,99,98,0,-2,17,-9,-2,1.8,-3,13,15
CCOc1cc(S(=O)(=O)Nc2ccccc2CC)ccc1Cl,95,100,-14,-6,57,-4,-5,0.8,0,4,5
Cc1[nH]c(=O)[nH]c(=O)c1S(=O)(=O)NCCc1ccc(S(N)(=O)=O)cc1,101,102,-7,-3,24,-5,-5,0.0,-3,3,17
Cc1nn(C)c(C)c1/C=N/NC(=O)CCn1nc(C)c([N+](=O)[O-])c1C,101,103,-12,-8,21,-9,-8,0.4,-3,12,13
O=C(CCN1C(=O)/C(=C\c2cccs2)SC1=S)Nc1ccccn1,94,92,-12,-5,19,-11,-3,-0.3,-4,-1,9
COCC(C)NC(=O)c1cc(-c2ccccc2OC)on1 (stereo not given),97,99,-1,-1,12,0,0,0.5,2,2,39
O=C(O)CC(CC(=O)Nc1nncs1)c1ccccc1 (stereo not given),97,93,0,0,5,2,1,1.0,0,7,10
O=C(O)C1CC=CCC1C(=O)Nc1cccc(F)c1 (stereo not given),97,101,-15,-8,8,-9,-11,0.3,-1,2,11
Cc1ccc2[nH]c(=O)c(CN(CCCO)S(=O)(=O)c3c(C)ccc4nsnc34)cc2c1,98,98,-1,0,24,-3,-3,0.5,-3,1,12
Nc1c(NCCC2=CCCCC2)c(=O)[nH]c(=O)n1Cc1ccccc1,105,107,1,0,7,0,-3,0.5,0,2,18
CCOc1cccc(NC(=O)C2CC(=O)N(C)C(=Nc3ccccc3)S2)c1 (stereo not given),115,114,0,-8,18,-1,1,0.9,-6,6,37
Cc1cc(N2CCC(C(=O)NC3CC3)CC2)nc(-c2ccccc2)n1,95,100,-13,-6,25,-7,-11,0.9,-2,6,7
O=C1CCCC2=C1C(c1ccco1)Nc1ccc(C(=O)c3ccccc3)cc1N2 (stereo not given),103,101,0,0,11,0,4,1.5,0,4,21
COc1ccc(OCCn2cc(/C=N/NC(=O)c3ccncc3)c3ccccc32)cc1,99,98,6,3,15,4,2,1.1,1,6,9
COc1cc(C=O)ccc1OCC(=O)N1CCCC1,92,93,-6,0,26,-3,0,0.9,1,3,8
CCOC(=O)CSC1=C(C#N)C(c2ccccc2OCC)C(C#N)C(=O)N1 (stereo not given),102,99,-7,-2,15,-6,-7,-0.7,0,-1,24
COc1ccc(/C=N/NC(=O)c2ccoc2C)cc1COc1c(C)cccc1C,98,98,-12,-8,52,-7,-9,0.9,1,13,7
CCCn1nnc(NC(=O)c2cccc(Cl)c2)n1,93,93,-4,-1,10,-6,-1,0.4,0,7,13
COc1ccc(NC(=O)[C@@H](NC(=O)c2ccccc2)C(C)C)cc1S(=O)(=O)N1CCCCC1,113,113,-4,-11,15,-8,-4,0.4,-8,2,18
CCOCCCNC(=O)c1ccc2c(c1)N(Cc1ccccc1)C(=O)CS2=O (stereo not given),95,99,-6,-3,27,-14,-6,0.5,-1,2,6
Fc1cc(F)cc(-c2oncc2-c2nnnn2-c2ccccc2)c1,101,103,-28,-24,42,-42,-31,0.3,-34,2,8
CCCn1nnnc1SCC(=O)c1ccc(NC(C)=O)cc1,92,96,-9,-3,35,-6,-7,-2.5,-1,-3,6
O=C1NC(=O)C2C1C(c1ccccc1)N1C3C(=O)NC(=O)C3C(c3ccccc3)N21 (stereo not given),101,101,-15,-6,24,-8,-9,0.7,0,-5,31
COCC1CCN(Cc2cn[nH]c2-c2ccc(OC)cc2F)C1 (stereo not given),95,101,-6,-3,13,-4,1,-0.2,-1,0,10
COc1ccc(CCn2c3c(c(=O)[nH]c2=O)C(NC(=O)c2cccs2)(C(F)(F)F)C(=O)N3)cc1OC (stereo not given),102,101,0,-1,11,-1,-3,0.0,-1,0,43
Cc1ccc(N(C)S(=O)(=O)c2cccc(C(=O)NC3=NCCS3)c2)cc1,99,95,-10,-7,7,0,-2,0.1,0,0,9
Cc1ccc(OCC(=O)NNC(=S)NC(=O)C(C)(C)C)c(Br)c1,99,97,-3,-4,24,-5,0,0.0,-1,1,10
CCN=C1Cn2c(nc3scc(-c4ccccc4)c3c2=O)CN1CC,94,95,-2,-4,18,-2,-2,0.4,-3,4,34
CCOC(=O)N1CCN(Cc2oc(CO)cc(=O)c2O)CC1,104,102,-11,0,24,-5,1,0.1,0,1,16
N#Cc1nc(-c2ccc(OCc3ccc(Cl)cc3)cc2)oc1NCCCn1ccnc1,97,99,-21,-15,27,-12,-16,0.1,-7,13,12
COc1ccc(CCNC(=O)COc2ncnc3cc([N+](=O)[O-])ccc23)cc1,98,100,-8,-1,11,-4,-6,0.3,0,1,11
O=C(NCCCn1cccn1)c1cc(COc2ccc(F)cc2Cl)on1,104,101,-7,-2,10,-2,-4,1.1,-1,14,3
O=C(NCc1cccs1)C1CCN(S(=O)(=O)c2cccc3cccnc23)CC1,102,100,-8,0,19,-4,-4,-1.9,3,-2,7
Cc1ccccc1NC(=S)N(CCN(C)C)C(C)c1cccnc1 (stereo not given),101,99,-3,0,18,-2,-4,0.6,-1,4,10
CC(C)(C)c1ccc(OCc2nnc(SCC(N)=O)n2N)cc1,?,100,-6,-1,15,-4,-4,0.7,0,1,8
Cc1n[nH]c(C)c1N=Nc1ccc(Br)cc1,100,98,-4,-3,16,-2,0,0.2,0,3,11
Cc1ccc(S(=O)(=O)N(CC(=O)N/N=C\c2cccs2)c2cccc3cccnc23)cc1,94,94,-1,-4,10,-7,0,0.5,-5,3,4
CCOC(=O)N1CCN(C(=O)c2ccc(CNS(=O)(=O)c3ccc(C)cc3)cc2)CC1,95,101,-13,-6,14,-15,-8,2.5,-2,12,10
CC1=NN(Cc2ccccc2)C(=O)C1C(c1ccccc1)C(C#N)C#N (stereo not given),99,97,0,2,10,1,0,0.3,1,1,8
C[C@H](NC(=O)c1nc[nH]c1C(=O)N[C@@H](C)c1ccccc1)C(=O)OC(C)(C)C,101,101,4,0,17,5,2,1.1,0,8,7
COc1ccc(-c2ccc(C#N)c(OC(=O)c3c(Cl)cccc3Cl)n2)cc1,102,99,0,0,12,-1,-1,0.1,0,4,9
CCN(CC)C(=O)Cn1cc(C(=O)C(=O)N2CCCc3ccccc32)c2ccccc21,103,102,-4,-1,10,-3,-4,0.5,-1,1,12
COc1ccc(OC)c(-c2cc(C(=O)Nc3cc(C)n(Cc4ccc(Cl)cc4)n3)no2)c1,99,98,-11,-4,12,-13,-10,-4.8,1,-8,9
CN1CCCN(Cc2ccccc2C(F)(F)F)CC1,107,105,-2,-3,13,-5,-7,0.5,-6,1,27
O=C(COc1ncnc2ccccc12)Nc1cccc([N+](=O)[O-])c1,102,104,0,-4,18,-5,-1,0.6,-5,4,7
CCOc1ccccc1C(=O)N1CCN(c2cccc(Cl)c2)CC1,100,99,-4,2,7,-1,-6,0.3,1,1,10
O=C(/C=C/c1ccccc1)NCCCNC(=O)/C=C/c1ccccc1,101,99,-8,-1,11,-3,-5,2.2,0,11,23
O=C(COC(=O)c1cc(=O)[nH]c(=O)[nH]1)Nc1cccc(S(=O)(=O)N2CCOCC2)c1,101,100,-7,-5,15,-3,0,-0.7,-1,-1,9
c1ccc2c(SCc3cn4ccccc4n3)nncc2c1,80,89,-5,-3,20,-7,-7,1.1,-3,4,4
Cc1ccccc1CCN(C(=O)Cn1nnc2ccccc21)C(C(=O)NC(C)(C)C)c1ccsc1 (stereo not given),99,102,-11,-8,31,-7,-7,1.1,-1,1,5
COC(=O)c1ccc(OC(=O)c2ccc(OC)c(OC)c2)c(OC)c1,102,100,9,-5,5,0,8,0.7,-4,1,7
COc1ccccc1NC(=S)N1CCC(NC(=O)c2ccco2)CC1,104,109,-6,-4,14,-7,-1,0.1,-2,1,11
COc1cc(OC)cc(C(=O)N[C@H](C(=O)OCC(=O)Nc2ccc(C(C)C)cc2)C(C)C)c1,101,99,-7,-8,16,-8,-4,12,-6,72,22

Structures from the list above that have a COOH group:
structure,RGS7-Gao reg,RGS4-Gao reg,Bim-Bfl-1,Bcl-XL Bim block,GSH bead fluor,Bim-Bcl-B,Bim-Bcl-2,ABCB1 block,Bcl-W Bim block,ABCG2 inh,Avidin fluor
O=C(O)CC(CC(=O)Nc1nncs1)c1ccccc1 (stereo not given),97,93,0,0,5,2,1,1.0,0,7,10
O=C(O)C1CC=CCC1C(=O)Nc1cccc(F)c1 (stereo not given),97,101,-15,-8,8,-9,-11,0.3,-1,2,11

Other entries.
structure,RGS7-Gao reg,RGS4-Gao reg,Bim-Bfl-1,Bcl-XL Bim block,GSH bead fluor,Bim-Bcl-B,Bim-Bcl-2,ABCB1 block,Bcl-W Bim block,ABCG2 inh,Avidin fluor
CCOc1ccc(OCCNC2CCCC2)cc1,99,100,0,0,22,0,0,-0.1,2,0,13
CCN(CC)CCOC(c1ccccc1)c1ccc(C)cc1 (stereo not given),102,103,0,-2,6,0,1,0.6,-2,1,2
CCOC(=O)CSc1nc2c(sc3ccccc32)c(=O)n1CCCN1CCOCC1,102,103,0,0,28,-1,-1,2.0,1,5,9
COc1ccccc1CN1CCNC(=O)C1CC(=O)O (stereo not given),95,97,-4,-3,12,-5,-1,0.6,-1,0,14
Cc1ccc(NC(=O)C(=O)NCCc2c[nH]c3ccccc23)c(C)c1,97,95,0,-2,24,-3,-1,-0.1,0,7,9
CCN1CCCC1CNC(=O)c1cc(S(=O)(=O)CC)c(N)cc1OC (stereo not given),94&102,92&103,-2&0,0&1,68&70,-5&-1,-2&-2,·,-2&1,3,7&8
COC(=O)C(C)n1cnc2c(nnn2-c2ccc(OC)cc2)c1=O (stereo not given),95,98,-21,-12,32,-12,-11,-0.9,0,31,12
